# High-throughput results deposited in PubChem BioAssay by Southern Research Specialized Biocontainment Screening Center.
# influenza NS1A – H1N1 influenza NS1A inhibitors, functional cell based assay (AID 504329) | actives 0.3% (n = 340,000) | NS1A functional cell-based assay, percent inhibition; higher % means a stronger effect | inhibition, % at 12.5 µM; hits with a dose series show IC50 in µM; in the data active means a potency from the dose series; inconclusive means inhibition above about 27% without an active follow-up result; further: strong numbers were not always called active
# VEEV TC-83 Vero – inhibitors of VEEV TC-83 cytopathic effect, confirmation, Vero cells (AID 588727); Vero cells, VEEV TC-83 cytopathic effect inhibition; higher % means a stronger effect; inhibition, % at 20 µM; hits with a dose series show IC50 in µM; actives 0.13% (n = 350,000); in the data active means a potency from the dose series; inconclusive means inhibition mostly from about 14% at the one dose, without a potency; inactive means the rest, 99 in 100 with inhibition below about 12%; further: strong numbers were not always called active
# H37Rv inhibition – M. tuberculosis growth inhibition, HTS (AID 449762). actives 0.59% (n = 330,000). inhibition, % at 25 µM; hits with a dose series show IC50 in µM. M. tuberculosis H37Rv growth inhibition, 7H9 media; higher % means a stronger effect; in the data active means a potency from the dose series; inconclusive means inhibition above about 70% without an active follow-up result;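 further: bacterial growth assessed after seven days of incubation; strong numbers were not always called active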
# M. tuberculosis – growth inhibition of non-replicating M. tuberculosis (AID 488890); Mycobacterium tuberculosis non-replicating, growth inhibition; higher % means a stronger effect; inhibition, % at 25 µM, or IC50 in µM where a hit was titrated; actives 0.39% (n = 320,000); in the data active means a potency from the dose series; inconclusive means inhibition mostly from about 82% at the one dose, without a potency; inactive means the rest, 99 in 100 with inhibition below about 76%;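 further: plate controls were DMSO cells for no effect and high antibiotic wells for full effect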
# PhoP GFP inhibition – PhoP regulon inhibitors, Salmonella typhi PhoP promoter GFP reporter, confirmatory (AID 1850); Salmonella Typhi PhoP-promoter GFP reporter, fluorescence, 4 h; higher % means a stronger effect; inhibition, % at 50 µM; hits with a dose series show IC50 in µM; actives 0.33% (n = 310,000); in the data active means a potency from the dose series; inconclusive means inhibition mostly from about 25% at the one dose, without a potency; inactive means the rest, 99 in 100 with inhibition below about 19%;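 further: 0% = induced wells with vehicle and 100% = uninduced wells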
# VEEV TC-83 Vero 10K pilot screen – also measured in VEEV TC-83 Vero; calls as there; inhibition, %; measured here: 10K pilot screen inhibition
# * = called active by the depositor; i = inactive; ? = inconclusive; . = not tested or not shown. Rows are unselected; about 1.6% have a hit in one of these screens.
SMILES,influenza NS1A,VEEV TC-83 Vero,H37Rv inhibition,M. tuberculosis,PhoP GFP inhibition,others
Cc1nnc(N2CCCC(C(=O)Nc3cc(F)ccc3F)C2)c2nn(-c3ccccc3)c(C)c12 (stereo not drawn),1%,10%,24%,35%,-5%,
CCOc1ccc(C(=O)N[C@H](C(=O)Nc2cccc(S(=O)(=O)N3CCOCC3)c2)C(C)C)cc1,-7%,3.9%,.,.,.,
O=C(CNCC1CCCO1)N1CCN(S(=O)(=O)c2ccc3ccccc3c2)CC1 (stereo not drawn),1%,i,-1%,2%,-6%,
CCn1cc(CN2CCC(n3nccc3NC(=O)C3CCCC3)CC2)cn1,-1%,i,-1%,-14%,1%,
Cc1noc(/C=C/N(C)C)c1S(=O)(=O)N1CCCC(C(=O)NCc2ccco2)C1 (stereo not drawn),3%,1.1%,6%,28%,0%,
CC1Cc2cc(/C=C3/SC(=S)N(C)C3=O)ccc2O1 (stereo not drawn),.,0.8%,-4%,.,6%,
N#Cc1cc(-c2ccccc2)oc1/N=C/c1ccccc1O,7%,4.0%,-8%,22%,-18%,
COc1ccc(-c2nc(N)nc(C)c2-c2ccc(Cl)cc2)c(O)c1,29%,3.5%,?,9%,5%,
COc1ccc(NC(=O)NCCN2CCN(c3cc(OC)ccc3OC)CC2)cc1,-3%,0.3%,-1%,-6%,-4%,
Cc1cc(-c2ccccc2)nc(Nc2nc3c(C)cccc3c(=O)[nH]2)n1,-11%,1.2%,.,.,.,
O=C1CCN(C(=O)Nc2ccccc2)N1,-3%,0.3%,-17%,-1%,2%,
C=CCn1c(-c2ccncc2)n[nH]c1=S,.,0.8%,-9%,-18%,-4%,
O=C(CN1CCOCC1)NCCNC(=O)CN1CCOCC1,16%,4.8%,-6%,-13%,14%,
CCOc1ccc(C(=O)Nc2cccc(-c3cc4ccccc4oc3=O)c2)cc1[N+](=O)[O-],21%,6.4%,-2%,-6%,4%,
CN(C)C(=O)N1CCN(C(=O)N(C)C)CC1,2%,5.6%,-10%,-3%,-6%,
CCOC(=O)CSc1ncnc2c1cnn2-c1ccccc1,-4%,0.8%,?,?,-8%,
O=C1N=c2ccc(Br)cc2=C1c1sc(=O)[nH]c1O,.,.,6%,76%,18%,
CC1CCCC(C)N1C(=O)Cn1c(SCC(=O)Nc2ccc3c(c2)OCO3)nc2ccccc21 (stereo not drawn),-1%,i,-5%,-28%,-8%,
O=C(NCC1CCCO1)c1ccc2c(=O)n(CC3CCCO3)c(SCC(=O)N3CCCC3)nc2c1 (stereo not drawn),2%,0.7%,2%,4%,-11%,
O=C(CSc1nc2c(oc3ccccc32)c(=O)n1CC1CCCO1)NCc1ccccc1 (stereo not drawn),-17%,5.1%,1%,-8%,11%,

# In the list so far, these contain an aryl methoxy group.
SMILES,influenza NS1A,VEEV TC-83 Vero,H37Rv inhibition,M. tuberculosis,PhoP GFP inhibition,others
COc1ccc(-c2nc(N)nc(C)c2-c2ccc(Cl)cc2)c(O)c1,29%,3.5%,?,9%,5%,
COc1ccc(NC(=O)NCCN2CCN(c3cc(OC)ccc3OC)CC2)cc1,-3%,0.3%,-1%,-6%,-4%,

# Later entries.
SMILES,influenza NS1A,VEEV TC-83 Vero,H37Rv inhibition,M. tuberculosis,PhoP GFP inhibition,others
Cc1onc(-c2c(F)cccc2Cl)c1C(=O)c1ccccc1O,0%,3.9%,0%,14%,-5%,
CCOc1cc(NC(=O)c2ccco2)c(OCC)cc1NC(=O)CCc1ccccc1OC,10%,11%,3%,12%,-8%,
COc1ccc([N+](=O)[O-])cc1NC(=O)COC(=O)c1ccccn1,-2%,11%,2%,26%,1%,
CCc1cccc(CC)c1-n1c(SCc2cc(=O)n3ccsc3n2)nnc1-c1cccnc1,-23%,i,-6%,10%,4%,
CCNc1nc(NCC)n2c(SCC(=O)c3ccc(C(C)C)cc3)nnc2n1,-2%,9.7%,8%,30%,4%,
Cc1c(C(C)C)c(=O)n(-c2ccc(S(=O)(=O)NCc3ccccc3)cc2)n1C,-5%,i,-3%,-3%,9%,
NCCc1nnc(SCC(N)=O)o1,-3%,i,6%,9%,-12%,
Cc1ccc(S(=O)(=O)Nc2cc(C(=O)O)ccc2N2CCCCC2)cc1,4%,i,1%,-1%,-13%,
O=C(NNS(=O)(=O)c1ccc(F)cc1)c1ccccc1F,-10%,3.4%,6%,1%,0%,
CCn1c(SCC(=O)N/N=C/c2cc(OC)c(OC)c(OC)c2)nc2ccccc21,6%,9.0%,9%,31%,0%,
CC(=C1C(=O)c2ccccc2C1=O)N1CCN(C/C=C/c2ccccc2)CC1,3%,2.0%,-11%,18%,8%,
Cc1ccc(/C=N/Nc2nnc(Cc3ccccc3)c(=O)[nH]2)o1,11%,1.1%,0%,-3%,-8%,VEEV TC-83 Vero 10K pilot screen=2.1
COc1ccc(CCNC(=O)Cn2c(=O)n(Cc3ccco3)c(=O)c3ccc(Cl)cc32)cc1OC,11%,8.4%,.,.,.,
CCC1S/C(=C(\C#N)C(N)=O)N(c2ccc(F)cc2)C1=O (stereo not drawn),2%,0.8%,-3%,1%,-2%,
Cc1ccc(C(=O)N2CCN(c3cnn(C)c(=O)c3Cl)CC2)cc1,-3%,1.1%,-6%,2%,-5%,
CCOc1ccc(NC(=O)CSc2ccc(-c3ccco3)nn2)cc1,-5%,0.7%,?,57%,-5%,
COc1cc(C2OCC3C(c4ccc(OC5OC(CO)C(O)C(O)C5O)c(OC)c4)OCC23)ccc1O (stereo not drawn),5%,i,-10%,0%,-9%,
CC(=O)Oc1ccccc1C(=O)C=Cc1cccc([N+](=O)[O-])c1,8%,23%,.,.,.,
O=C(CSc1ccc(Cl)cc1)NCc1ccco1,2%,0.2%,1%,?,4%,
COc1cc(SC#N)ccc1N=Cc1c(C)[nH]n(-c2cccc3ccccc23)c1=O,.,.,9%,7%,-6%,

# Random excerpt: three entries already listed, in no set order.
SMILES,influenza NS1A,VEEV TC-83 Vero,H37Rv inhibition,M. tuberculosis,PhoP GFP inhibition,others
COc1ccc(CCNC(=O)Cn2c(=O)n(Cc3ccco3)c(=O)c3ccc(Cl)cc32)cc1OC,11%,8.4%,.,.,.,
CC(=C1C(=O)c2ccccc2C1=O)N1CCN(C/C=C/c2ccccc2)CC1,3%,2.0%,-11%,18%,8%,
CC(=O)Oc1ccccc1C(=O)C=Cc1cccc([N+](=O)[O-])c1,8%,23%,.,.,.,

# Three structures from above, ordered by molar mass, low to high:
SMILES,influenza NS1A,VEEV TC-83 Vero,H37Rv inhibition,M. tuberculosis,PhoP GFP inhibition,others
CCC1S/C(=C(\C#N)C(N)=O)N(c2ccc(F)cc2)C1=O (stereo not drawn),2%,0.8%,-3%,1%,-2%,
Cc1ccc(C(=O)N2CCN(c3cnn(C)c(=O)c3Cl)CC2)cc1,-3%,1.1%,-6%,2%,-5%,
CCOc1ccc(NC(=O)CSc2ccc(-c3ccco3)nn2)cc1,-5%,0.7%,?,57%,-5%,

# Remaining list, next part
SMILES,influenza NS1A,VEEV TC-83 Vero,H37Rv inhibition,M. tuberculosis,PhoP GFP inhibition,others
Cc1ccc(NC(=O)CC2S/C(=N/N=C/c3c[nH]c4ccccc34)NC2=O)cc1 (stereo not drawn),1%,1.5%,-3%,-4%,-6%,
C=CCn1c(C)cc(-c2csc(NC)n2)c1C,10%,0.1%,.,.,.,
Cc1cccc(C)c1NC(=O)N1CCCC1C(=O)Nc1ccc(-n2cnnn2)cc1 (stereo not drawn),-4%,i,5%,-5%,-6%,
COc1ccc(N(C(C)=O)S(=O)(=O)c2cccs2)cc1,0%,i,-2%,2%,-16%,VEEV TC-83 Vero 10K pilot screen=0.3
Cc1oc(-c2ccc(Cl)cc2)nc1CN1CCCC(C(=O)NCc2ccco2)C1 (stereo not drawn),6%,i,13%,31%,8%,
O=C(CN1CCNCC1)NCCSc1ccc(Cl)cc1,-2%,0.1%,7%,25%,-10%,
O=C(N/N=C/C(Br)=C/c1ccccc1)c1cc(-c2ccco2)[nH]n1,-1%,9.5%,6%,52%,0%,
CC(C)OC(=O)c1nnc(Cc2ccc(Cl)cc2)o1,-3%,0.8%,-5%,19%,3%,
S=c1[nH]nc(COc2ccccc2)n1C1CCCCC1,-7%,0.6%,2%,-1%,-7%,
COC(=O)[C@]1(Cc2ccccc2)N[C@H](CN(C)C(=O)C2CCCCC2)[C@@H]2C(=O)N(C)C(=O)[C@@H]21,-11%,0.6%,8%,13%,.,

# Filtered by structure, the compounds so far containing a cyano group
SMILES,influenza NS1A,VEEV TC-83 Vero,H37Rv inhibition,M. tuberculosis,PhoP GFP inhibition,others
N#Cc1cc(-c2ccccc2)oc1/N=C/c1ccccc1O,7%,4.0%,-8%,22%,-18%,
CCC1S/C(=C(\C#N)C(N)=O)N(c2ccc(F)cc2)C1=O (stereo not drawn),2%,0.8%,-3%,1%,-2%,
COc1cc(SC#N)ccc1N=Cc1c(C)[nH]n(-c2cccc3ccccc23)c1=O,.,.,9%,7%,-6%,

# Next structures.
SMILES,influenza NS1A,VEEV TC-83 Vero,H37Rv inhibition,M. tuberculosis,PhoP GFP inhibition,others
O=C(CSc1ccc(Cl)cc1)Nc1ccc(N2CCN(C(=O)c3ccc(Cl)cc3)CC2)cc1,8%,4.8%,0%,20%,15%,
COCC1CCCCN1C(=O)C1CCN(c2nc(-c3ccccc3)nc3c2CCC3)CC1 (stereo not drawn),-1%,9.6%,0%,10%,12%,
O=C(NCc1ccccn1)C1CCCCC1,1%,1.4%,11%,5%,-13%,
COC(=O)CCc1nc2ccccc2nc1OC,-4%,1.4%,6%,-6%,-4%,
CCn1c(Cl)c(C=O)s/c1=N\S(=O)(=O)c1ccccc1,2%,?,-8%,74%,4%,
CCO[C@@H]1OC(C(=O)N2CCN(Cc3ccc4c(c3)OCO4)CC2)=C[C@H](C2CC2)[C@H]1CCCO,6%,5.7%,3%,-2%,-3%,
O=c1[nH]nc(CNc2ccc(Cl)cc2Cl)c2ccccc12,6%,1.4%,0%,-10%,-2%,
COc1ccccc1CNC(=O)c1cccc(S(=O)(=O)N2CCN(c3ccc(F)cc3)CC2)c1,-5%,2.9%,-9%,30%,.,
CC(C)(C)c1csc(N/N=C/c2cccnc2)n1,4%,8.3%,?,45%,10%,
CC(=O)c1cc(CN2C(=O)c3ccccc3C2=O)cs1,1%,1.6%,10%,-4%,-4%,
COc1ccc(-n2c(CNc3ccc(C)cc3)nnc2SCc2ccccc2)cc1,9%,1.2%,6%,42%,3%,
CC(C)CN1C(=O)C(=O)N(CC(=O)N(C)CC(=O)Nc2ccc(F)cc2)C1=O,-8%,2.0%,-10%,-3%,.,
CCOP(=S)(OCC)SCSP(=S)(OCC)OCC,-9%,3.5%,.,.,.,
Cc1cccc(Nc2nc(C)cc(C)c2C#N)c1,-4%,0.2%,4%,2%,4%,
CC1(c2ccccc2Br)NC(=O)N(CC(=O)N2CCc3ccccc3C2)C1=O (stereo not drawn),-3%,2.1%,-4%,-3%,.,
c1ccc(-c2ccccc2OCCOCCN2CCc3ccccc3C2)cc1,-3%,i,70%,73%,16%,
CCC(=O)OCC(=O)Nc1ccc(OC)cc1[N+](=O)[O-],-1%,0.7%,3%,-5%,-4%,
Cc1cc(O)c(C(=O)c2ccccc2C(=O)O)cc1C,1%,7.0%,0%,43%,-5%,
COc1cccc(C2(O)CCN(C(=O)C(C)C)CC2)c1,-12%,0.4%,3%,-17%,6%,
CCC(=O)C1CCCN(C(=O)CCc2nnc(C3(c4ccc(Cl)cc4)CCC3)o2)C1 (stereo not drawn),1%,1.6%,15%,21%,-12%,
